From PubChem
human PMI inhibitors: human PMI inhibitors, high substrate, primary screen, biochemical, fluorescence intensity, high mannose 6-phosphate (AID 1220). Mannose-6-phosphate isomerase (Homo sapiens). recombinant PMI enzyme, coupled fluorescence intensity; higher % means a stronger effect. one-dose inhibition, % at 20 µM; IC50 in µM for titrated hits. 0.66% of 190,000 active
P. falciparum M17LAP: P. falciparum M17LAP inhibitors, primary screen, biochemical, fluorogenic H-Leu-NHMec substrate, 1536-well (AID 1619). recombinant M17LAP, H-Leu-NHMec fluorogenic kinetic assay; higher % means a stronger effect. inhibition, % at 30 µM, or IC50 in µM where a hit was titrated. 0.38% of 220,000 active;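 active means compound inhibiting the enzyme by more than half at any dose during confirmatory dose-response retesting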;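 further: plate controls were full reaction with DMSO carrier for no effect and no enzyme background for full effect; strong numbers were not always called active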
WT yeast gro inh: growth inhibition of WT strain, primary screen, mitochondrial fusion inhibitor project, WT and mutant strains, chemical genetic. inhibition, % at 10 µM. 2.1% of 190,000 active. mitochondrial fusion phenotypic screen; in the data active means inhibition above about 58%; tested in S. cerevisiae
TNAP activation fold: human TNAP enzyme activators, primary screen, biochemical, luminescent, no phosphate acceptor, uHTS (AID 1001); Alkaline phosphatase, tissue-nonspecific isozyme (Homo sapiens); purified TNAP, luminescent activation assay, no phosphate acceptor; higher activation fold means a stronger effect; activation fold at 20 µM; hits with a dose series show EC50 in µM; 0.03% of 200,000 active; in the data active means activation fold from about 3, or a potency from the dose series; inactive means the rest, 99 in 100 with activation fold below about 1.6; further: many of its hits are not listed in these tables
Yfh1-depleted yeast: enhancers of respiration in Yfh1-depleted yeast, dose response, Friedreich's ataxia, plus single-dose screen (AID 1465); fold induction at 50 µM; hits with a dose series show EC50 in µM; S. cerevisiae Yfh1-off respiration, WST-1 reduction, 72 h; higher fold induction means a stronger effect; 0.074% of 220,000 active;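 active means fold induction of absorbance versus untreated yeast above a set limit, then at least 30% activation at any dose in follow-up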;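 further: activators that raise dye reduction in frataxin-depleted yeast; strong numbers were not always called active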
XIAP displacement: XIAP antagonists, biochemical, IAP family, fluorescence polarization (AID 1018) | one-dose displacement, % at 20 µM; IC50 in µM for titrated hits | 0.007% of 200,000 active | XIAP BIR domain, fluorescence polarization peptide displacement; higher % means a stronger effect; in the data active means displacement above about 50%; further: a part of the inactive calls stands beside numbers as strong as those of hits
human PMI inhibition: inhibitors of human PMI, primary screen, biochemical, fluorescence intensity, coupled assay (AID 1209). Mannose-6-phosphate isomerase (Homo sapiens). purified PMI enzyme, coupled fluorescence intensity; higher % means a stronger effect. inhibition, % at 20 µM; hits with a dose series show IC50 in µM. 0.42% of 190,000 active;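 further: plate controls were DMSO vehicle for no effect and wells lacking substrate for full effect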
LYP phosphatase: inhibitors of LYP phosphatase, biochemical, fluorescence intensity, uHTS (AID 1779); Tyrosine-protein phosphatase non-receptor type 22 (Homo sapiens); recombinant LYP phosphatase, fluorescence intensity; higher % means a stronger effect; inhibition, % at 11.5 µM, or IC50 in µM where a hit was titrated; 0.054% of 290,000 active;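 further: plate controls were vehicle with enzyme for no effect and no enzyme for full effect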
P. falciparum M1AAP: P. falciparum M1AAP inhibitors, biochemical, fluorogenic H-Leu-NHMec substrate, 1536-well (AID 1445) | Aminopeptidase N (Plasmodium falciparum (isolate 3D7)) | recombinant M1AAP, H-Leu-NHMec fluorogenic kinetic assay; higher % means a stronger effect | inhibition, % at 30 µM; hits with a dose series show IC50 in µM | 0.42% of 220,000 active;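 active means primary inhibition above the hit cutoff, then over 50% inhibition at one or more dose response concentrations, cut at about 23% in these data, passing the limit was not always enough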;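 further: plate controls were DMSO full reaction for no effect and no enzyme background for full effect; strong numbers were not always called active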
WT yeast gro inh mutant strain: recorded beside WT yeast gro inh, whose call it bears; inhibition, %; mitochondrial fusion phenotypic screen, mutant strain inhibition
Active calls of the source: *; i = inactive; . = not tested or not shown. Unless noted, no stated cut-off is given here; in the data, active means inhibition above about 50%; inactive means the rest. This is a random part of the collection, and some 3.7% of all compounds hit somewhere here.

SMILES	human PMI inhibitors	P. falciparum M17LAP	WT yeast gro inh	WT yeast gro inh mutant strain	TNAP activation fold	Yfh1-depleted yeast	XIAP displacement	human PMI inhibition	LYP phosphatase	P. falciparum M1AAP
COCCn1c(=O)[nH]c(=O)c2c1nc(-c1ccc(-c3ccc(Cl)cc3[N+](=O)[O-])o1)n2Cc1ccccc1	46%	3%	28	-10	1	i	-14%	8%	2%	10%
COc1cccc(CNC(=O)CSCc2cnn(-c3ccccc3)c2-n2cccc2)c1OC	12%	-6%	6	-13	1.1	i	-3.2%	14%	-1%	4%
CC(Oc1ccccc1F)C(=O)NN (stereo not given)	0%	13%	6	-4	1.1	i	3.0%	-1%	-9%	2%
CCOc1ccc(/C=C/C(=O)Nc2ccc(OC)cc2[N+](=O)[O-])cc1	0%	12%	11	-3	1	i	-2.7%	2%	-2%	-7%
O=C(Nc1ccc(F)cc1)/C(=C1/CCCCCN1)[N+](=O)[O-]	.	2%	.	.	.	i	.	.	-2%	5%
Cc1ccc(Nc2ccc(C(=O)N3CCCC3)cn2)c(C)c1	-1%	29%	-8	0	1.1	i	-6.4%	2%	-3%	1%
C=CCn1c(SCC(=O)O)nnc1-c1cccs1	8%	1%	-8	-6	1.1	i	-2.8%	7%	-5%	0%
CCc1cccc(C)c1N(C(=O)Cn1c(COC)nc2ccccc21)C(C)COC (stereo not given)	0%	-7%	-11	-5	1.2	i	-14%	2%	-1%	-4%
CCN(CC)S(=O)(=O)c1ccc(/C(O)=C2/C(=O)C(=O)N(CCOC)C2c2ccccc2)cc1 (stereo not given)	-21%	-10%	0	19	1.1	i	-12%	-8%	2%	4%
O=S(=O)(c1cnc[nH]1)N1CCN(c2ccc(F)cc2)CC1	.	8%	.	.	.	i	.	.	-3%	7%
COC(=O)CN1C(=S)N(c2ccc(F)cc2)C(=O)C1CC(=O)Nc1ccc(F)cc1 (stereo not given)	.	-4%	.	.	.	i	.	.	-5%	-1%
COc1ccc(OC)c(S(=O)(=O)N2CCCc3ccccc32)c1	-1%	-3%	-8	-1	1	i	1.4%	-4%	-1%	4%
CN(C1CCCC1)C1CCN(C(=S)Nc2cc(F)cc(F)c2)CC1	4%	8%	11	8	1	i	-12%	8%	-9%	-5%
NC(=O)c1sc2nnc(-c3ccccc3)c(-c3ccccc3)c2c1N	.	3%	.	.	.	i	.	.	-3%	5%
N#CCCN1CCN(S(=O)(=O)c2ccc(C#N)cc2)CC1	0%	2%	1	7	1	i	-0.2%	-6%	5%	4%
COc1ccc(-c2c(C)nn3c(N4CCC5(CC4)OCCO5)cc(C)nc23)cc1OC	8%	5%	10	17	1.1	i	-6.7%	8%	3%	5%
Cc1ccccc1C(C(=O)NC1CCCCC1)N(C(=O)c1ccccn1)c1cccnc1 (stereo not given)	5%	-4%	-26	-14	1.1	i	-8.8%	6%	-5%	3%
CCOC(=O)c1cc2c(C(F)(F)F)cc(-c3ccccc3)nc2o1	7%	-6%	3	-5	1.1	i	-4.6%	8%	-11%	1%
COc1cccc(-n2sc3c(c2=S)-c2cc(OC)ccc2NC3(C)C)c1	13%	-4%	15	-8	1	i	-0.6%	15%	3%	20%
O=c1[nH]nc2c3ccccc3cnn12	3%	-12%	-3	6	1.1	i	-2.9%	2%	-1%	2%
N#Cc1c(N)sc2c1CCN(CCc1ccccc1)C2	10%	11%	-5	-2	1.1	i	-5.4%	-6%	-1%	7%
Cc1[nH]c2ccccc2c1/C=C/C(=O)c1ccncc1	.	2%	.	.	.	i	.	.	-7%	-6%
CC(C)(C)NC(=O)/C(=C\c1ccc(Br)cc1)NC(=O)c1cccs1	5%	-13%	-23	-7	1	i	-22%	-11%	-1%	8%
CC(CN(C)Cc1ccccc1)OC(=O)c1ccc(F)cc1 (stereo not given)	-8%	2%	-14	-16	1	i	-23%	2%	0%	20%
c1ccc(C2c3[nH]c4ccccc4c3CCN2Cc2cccn2-c2cccnc2)nc1 (stereo not given)	38%	26%	-3	-3	1	i	-12%	14%	0%	10%
Cc1ccccc1OCC(=O)OCn1nnc2ccccc2c1=O	.	19%	.	.	.	i	.	.	-6%	12%
CCCc1ccc(C(=O)Cn2nc(C(=O)O)c3ccccc3c2=O)cc1	-7%	-11%	4	2	1.1	i	-3.5%	-3%	2%	-5%
CNC(=O)c1cc(S(=O)(=O)N(C)C)ccc1Cl	9%	11%	-23	-17	1.1	i	2.7%	19%	2%	16%
C=CCn1c(-c2sc(-c3ccccc3)nc2C)n[nH]c1=S	-9%	-31%	4	1	1	i	-5.1%	-5%	-4%	8%
CNc1nc(OCC#N)nc(N2CCCCC2)n1	6%	3%	-20	18	1	i	-16%	5%	-7%	-1%

Next section, starting with the last 3 of the part before.
SMILES	human PMI inhibitors	P. falciparum M17LAP	WT yeast gro inh	WT yeast gro inh mutant strain	TNAP activation fold	Yfh1-depleted yeast	XIAP displacement	human PMI inhibition	LYP phosphatase	P. falciparum M1AAP
CNC(=O)c1cc(S(=O)(=O)N(C)C)ccc1Cl	9%	11%	-23	-17	1.1	i	2.7%	19%	2%	16%
C=CCn1c(-c2sc(-c3ccccc3)nc2C)n[nH]c1=S	-9%	-31%	4	1	1	i	-5.1%	-5%	-4%	8%
CNc1nc(OCC#N)nc(N2CCCCC2)n1	6%	3%	-20	18	1	i	-16%	5%	-7%	-1%
Cc1ccc2sc(-c3ccc(NC(=O)CCN4C(=O)c5ccccc5C4=O)cc3)nc2c1	-7%	5%	-1	-2	1.1	i	-0.6%	-2%	4%	4%
O=C1CCCN1CCCNc1ncnc2c1[nH]c1ccccc12	4%	-1%	-5	7	1.1	i	-5.2%	-8%	-7%	10%
CN1CCN(NC(=O)c2cn(-c3ccccc3)nc2-c2ccc(OC(F)F)cc2)CC1	-18%	1%	0	13	0.9	i	-5.7%	-30%	-9%	8%
Cc1ccc(OCC(=O)Nc2ccc(S(=O)(=O)Nc3onc(C)c3C)cc2)cc1	8%	-13%	7	8	1.1	i	-5.2%	0%	-2%	-14%
O=C(O)C1CCN(C(=O)c2ccccc2Cl)CC1	9%	9%	-4	3	1.1	i	-4.8%	4%	-1%	-11%
Cc1ccc(N=Cc2cc(Cc3ccccc3Cl)cc([N+](=O)[O-])c2O)c(O)c1	56%*	12%	-3	-20	0.8	i	-12%	19%	-1%	8%
CCc1cccc(C)c1NC(=O)COC(=O)CNS(=O)(=O)/C=C/c1ccccc1	0%	14%	14	-8	1.1	i	-2.7%	1%	-2%	-2%
CC(C)(C)OC(=O)N1CCN(c2ccc(NC(=O)Cn3nnc(-c4ccccc4)n3)cc2)CC1	-15%	8%	-5	10	1.1	i	0.6%	-17%	-8%	11%
Cc1nc2ccc(NC(=O)NCCCO)cc2s1	4%	21%	-3	-3	1	i	-5.9%	3%	-5%	3%
Cc1nc(C)c(C(=O)NNS(=O)(=O)c2ccccc2)s1	-20%	3%	-10	23	1.2	i	1.6%	-14%	-4%	4%
CCC(=O)Nc1nc2n(n1)C(c1ccc(OC)cc1)C=C(c1ccccc1)N2 (stereo not given)	-77%	-45%	-1	-1	1	i	-1.6%	-44%	-1%	9%
COc1cc(NC(=O)COc2ccc(Cl)cc2)ccc1NC(=O)C(C)C	.	0%	.	.	.	i	.	.	-7%	-1%
Cc1nnc(SCC(=O)N2CCOCC2)c2ccccc12	1%	10%	-15	-18	1.1	i	-5.4%	8%	-6%	-6%
CCCc1nnc2c(N(C)S(=O)(=O)c3ccc(C)cc3)nc3ccccc3n12	-6%	8%	-14	-15	1.1	i	-2.1%	-12%	5%	2%
CCN(CC)C(=S)SCC(=O)c1c(C)[nH]c2ccccc12	27%	5%	-13	1	1	i	-5.4%	26%	-1%	2%
N=c1c2c3c(sc2nc2n1CCCCC2)CCCC3	-10%	8%	-5	-1	1.1	i	-5.0%	-9%	-1%	4%
CCSc1cc(C2C(C(=O)OC)=C(C)NC3=C2C(=O)CCC3)c(C)o1 (stereo not given)	-112%	13%	-5	5	1.1	i	-1.4%	-12%	-8%	3%
CNC(=O)CCn1nc(-c2ccccc2)c2ccccc2c1=O	11%	-8%	-5	1	1.1	i	0.4%	2%	-6%	6%
CCOC(=O)/C(=C\c1cccnc1)C(=O)c1cc(C(C)=O)c(Nc2ccccc2)s1	13%	-7%	84*	34*	1.1	i	-3.5%	11%	0%	10%
COc1ccc(N=C2SC(CC(=O)Nc3ccc(F)cc3)C(=O)N2Cc2ccco2)cc1 (stereo not given)	8%	5%	3	-1	1.1	i	-3.9%	19%	3%	6%
CCOc1ccc2nc(NC(=O)CSc3nc4c(c(=O)n(C)c(=O)n4C)n3C(C)C)sc2c1	16%	-4%	23	-12	1	.	-22%	15%	9%	-4%
O=C(COC(=O)c1sc2cc(Cl)ccc2c1Cl)Nc1ncc(Cl)cc1Cl	18%	-2%	12	4	1.1	i	-9.4%	6%	-3%	10%
Cc1cccc(S(=O)(=O)Nc2nc3ccccc3nc2NCc2ccco2)c1	-6%	35%	13	-9	1	.	1.3%	5%	-2%	15%
O=C1C(Cc2ccccc2O)NC(=S)N1c1ccccc1 (stereo not given)	.	4%	.	.	.	i	.	.	-4%	7%
CC(=O)Nc1ccc(-c2csc(Nc3cccc(C)n3)n2)cc1	7%	6%	6	6	1	i	-0.8%	11%	-2%	10%
CCCN1Cc2cccc(C(=O)NCc3ccccc3OC)c2C1=O	4%	0%	37	23	1.1	i	-3.9%	6%	-8%	6%
COc1ccc2c(c1OC)C[N+]1([O-])CCc3cc4c(cc3C1C2)OCO4 (stereo not given)	.	-2%	.	.	.	i	.	.	-5%	1%
N=c1c2cn[nH]c2nc(SCC(=O)c2ccc(Br)cc2)n1-c1ccc(Br)cc1	1%	0%	0	10	1.7	i	-4.1%	-1%	-3%	1%
CCn1c(CSc2nc3ccccc3s2)nnc1SCC(=O)NCC(=O)OC	-2%	-2%	-6	-10	1.1	i	-3.4%	4%	-11%	6%
Cc1nn(Cc2ccc([N+](=O)[O-])cc2)c(=O)n1-c1ccccc1	-2%	-3%	9	-4	1.1	i	-2.7%	1%	-3%	4%
COCC(C)OC(=O)/C(C#N)=C\c1coc2ccc(C)cc2c1=O (stereo not given)	15%	11%	-4	9	1.1	i	-16%	9%	-6%	8%
COC(=O)c1ccc(NC(=O)c2snnc2-c2ccccc2)cc1	-7%	3%	19	20	2.3	i	-4.0%	-5%	-8%	0%
COc1ccc(NCc2nn(CC(=O)c3ccc(Br)cc3)c3[n+]2CCCCC3)cc1	34%	6%	-1	10	1.1	i	-5.6%	7%	-4%	3%
CCOC(=O)C1(Cc2cccc(OC)c2)CCCN(Cc2cc(C(C)C)n[nH]2)C1 (stereo not given)	2%	-1%	-6	-2	1.1	i	-8.8%	-2%	-3%	-6%
Cc1ccc(OCCNC(=O)C2CC(=O)N(c3ccc(C)cc3)C2)cc1 (stereo not given)	0%	-5%	-3	0	1.1	i	-0.7%	0%	-9%	-1%
